Compound activity from PubChem.
ALDH1A1 inh: ALDH1A1 (human) enzyme inhibition | Potency, µM (series often up to 75.3 µM), without a hit: top-dose activity, negative = inhibition, hits mostly inhibitors | 220,000 compounds, 7.3% hits | Purified ALDH1A1, NADH fluorescence, propionaldehyde substrate | AID 1030 | P00352; active = well fitted inhibition curve with a large enough effect, not every such curve was filed as active; inconclusive = small, poorly fitted or top-dose-only effect, or another doubt; inactive = no such curve, though single readings can be large or run the other way;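 note: plate controls were no enzyme wells and a reference inhibitor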
Target sequence (P00352 whole entry, looked up): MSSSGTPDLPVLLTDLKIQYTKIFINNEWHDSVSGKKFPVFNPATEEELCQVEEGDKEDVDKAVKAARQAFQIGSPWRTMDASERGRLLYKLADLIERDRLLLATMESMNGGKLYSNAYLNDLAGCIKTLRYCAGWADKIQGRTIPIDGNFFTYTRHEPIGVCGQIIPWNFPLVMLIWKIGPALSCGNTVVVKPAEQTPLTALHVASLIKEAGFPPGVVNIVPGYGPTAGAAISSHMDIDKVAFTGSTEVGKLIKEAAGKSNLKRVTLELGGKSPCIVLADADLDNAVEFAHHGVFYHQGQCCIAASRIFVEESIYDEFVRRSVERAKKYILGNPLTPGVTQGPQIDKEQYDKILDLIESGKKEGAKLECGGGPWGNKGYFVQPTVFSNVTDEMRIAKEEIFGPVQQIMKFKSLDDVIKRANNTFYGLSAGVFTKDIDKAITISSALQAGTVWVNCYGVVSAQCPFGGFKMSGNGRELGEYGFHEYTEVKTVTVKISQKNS
Tau fibril ThT: tau fibrillization inhibition (ThT binding); P10636; recombinant tau K18 P301L, heparin-induced fibrillization, ThT fluorescence; Potency, µM (doses to about 57.4 µM), inactives show top-dose activity, negative = inhibition, usual class: inhibitors; 270,000 compounds, 2.1% hits; note: % is set by controls: 0 for no effect and ±100 for the full control effect; nearly all actives have a fitted effect of over 55% in size
Target sequence (P10636 561-689 P618L limits assumed): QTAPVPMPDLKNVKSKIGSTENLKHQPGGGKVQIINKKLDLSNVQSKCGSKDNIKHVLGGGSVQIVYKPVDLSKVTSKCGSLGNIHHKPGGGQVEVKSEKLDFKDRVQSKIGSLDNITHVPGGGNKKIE
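Heparin-induced (20 uM) aggregation of recombinant human K18 P301L tau, 15 uM unlabeled with 0.24 uM labeled, pH 7 acetate buffer, 6 hr at 37 C with compound. Fibrils quantified by 30 uM ThT fluorescence after 1 hr ambient incubation.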
HttQ103 aggreg: reduces HttQ103-GFP aggregates in PC12 cells | AID 1688 | PC12 HttQ103-GFP aggregates, Acumen cytometry, 40 h | Potency, µM (highest dose often 46.1 µM), for inactives: top-dose activity change, negative = inhibition, most hits filed as inhibitors | 220,000 compounds, 1.1% hits; note: % is set by controls: 0 for no effect and ±100 for the full control effect; nearly all actives have a fitted effect of over 60% in size
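Aggregate formation scored by laser-scanning cytometer (488 excitation, 500–530 emission) in lysed PC12 cells expressing Q103-GFP after 100 nM tebufenozide induction; library tested in dose series, with ATPLite reagent added in the multiplex.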
KDM4E inh: inhibitors of human JMJD2E histone demethylase; Potency, µM (top dose mostly 57.1 µM), for inactives: at the top dose activity change, negative = inhibition, actives largely listed as inhibitors; 230,000 compounds, 1.6% hits; B2RXH2; JMJD2E catalytic domain, FDH-coupled NADH fluorescence (FDH is formaldehyde dehydrogenase); active = well fitted inhibition curve with a large enough effect, not every such curve was filed as active; inconclusive = small, poorly fitted or top-dose-only effect, or another doubt; inactive = no such curve, though single readings can be large or run the other way;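 note: 0% = wells with enzyme and -100% = buffer wells without enzyme; nearly all actives have a fitted effect of over 50% in size; many of its hits are not listed in these tables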
Target sequence (B2RXH2 1-337 limits assumed): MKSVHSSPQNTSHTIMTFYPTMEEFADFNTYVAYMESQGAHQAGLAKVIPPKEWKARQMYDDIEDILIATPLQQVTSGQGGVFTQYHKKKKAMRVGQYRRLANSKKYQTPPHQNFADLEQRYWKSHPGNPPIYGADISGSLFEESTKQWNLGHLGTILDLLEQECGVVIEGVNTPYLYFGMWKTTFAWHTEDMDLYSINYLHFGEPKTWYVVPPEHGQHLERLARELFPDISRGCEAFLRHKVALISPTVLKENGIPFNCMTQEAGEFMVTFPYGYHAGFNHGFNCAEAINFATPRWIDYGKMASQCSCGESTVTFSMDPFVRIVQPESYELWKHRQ
SMN2 splice enh: enhancers of SMN2 splice variant expression | 210,000 compounds, 2.8% hits | HEK293 SMN2-luciferase splicing reporter, luminescence, 30-36 h | Potency, µM (highest dose often 46.1 µM), for inactives: at the highest dose activity change, positive = activation, usual class: activators | AID 1458; note: % of control where 0% means no effect; nearly all actives have a fitted effect of over 55% in size
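HEK293 cells carry an SMN2 […]–luciferase reporter in which exon 7 inclusion puts luciferase in frame. Cells were plated 10-12 h before compound addition, then incubated 30-36 h at 37C. ONE-Glo luminescence was read; sodium butyrate at 4.5 mM final served as control.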
Tau fluor counter: counter-screen for tau fibril formation inhibitors. tau K18 P301L (four-repeat tau fragment) Alexa594 fluorescence, heparin fibrillization. Potency, µM (highest dose often 57.7 µM), for inactives: at the top dose activity change, negative = decrease. 280,000 compounds, 0.93% hits. AID 1463; note: % is set by controls: 0 for no effect and ±100 for the full control effect; nearly all actives have a fitted effect of over 55% in size
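Human K18 P301L tau (15 uM unlabeled plus 0.24 uM Alexa 594-labeled, final) in 100 mM sodium acetate pH 7 was mixed with compound and 20 uM heparin and incubated 6 hr at 37 C.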
Tau fibril FP: inhibitors of human tau fibril formation. P10636. 280,000 compounds, 0.39% hits. Potency, µM (titrated, usually from 57.7 µM), inactives show at the top dose activity, negative = inhibition, hits mostly inhibitors. K18 P301L tau heparin fibrillization, Alexa594 FP, 6 h; note: % is set by controls: 0 for no effect and ±100 for the full control effect; nearly all actives have a fitted effect of over 55% in size
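K18 P301L tau (15 uM unlabeled/0.24 uM Alexa 594-labeled, final) + compound + heparin 20 uM final; 100 mM NaOAc pH 7; 6 hr 37 C; ThT 30 uM final added, 1 hr RT; FP ex 555/em 632 nm.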
HTT ATP protect: protects HTT-Q103 PC12 cells, measured by ATP; PC12 HTT-Q103 induced, cytoprotection, ATP luminescence, 40 h; Potency, µM (series often up to 56.4 µM), for inactives: cytoprotection (ATP increase), usual class: activators; 230,000 compounds, 0.14% hits;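 note: % of control where 0% means no effect; nearly all actives have a fitted effect of over 45% in size; toxic huntingtin expression switched on by the ecdysone agonist tebufenozide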
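Rat PC12, Q103 Htt exon1-GFP fusion, ecdysone promoter; tebufenozide inducer 100 nM final; compound titration; qHTS, 1500 cells/well; ATPlite luminescent read.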
* hit, by the source's call; ? = inconclusive; · = no result given; & = joins results of further samples; [ ] = remark or other dose. Unless noted, calls come from the whole dose curve; as a rule, active = well fitted curve in the direction sought with a large enough effect; inconclusive = small, poorly fitted or top-dose-only effect, or another doubt; inactive = no such curve, though single readings can be large; an effect the other way counts as inactive or inconclusive. Potency is the fitted concentration of half-maximal effect.

SMILES	ALDH1A1 inh	Tau fibril ThT	HttQ103 aggreg	KDM4E inh	SMN2 splice enh	Tau fluor counter	Tau fibril FP	HTT ATP protect
CC1OC(Nc2cccc3ccccc23)C(O)C(O)C1O (stereo unspecified)	?	-11%	-9%	?	0%	-5%	4%	3%
O=C(COC(=O)/C=C/c1ccc(Cl)cc1)NCCC1=CCCCC1	8%	-6%	0%	4%	8%	-9%	-3%	·
CCn1c2c(c(C)cc1=O)C(=O)CC(C)(C)C2	6%	-5%	?	2%	12%	1%	0%	·
Nc1ncnc2c1ncn2[C@@H]1O[C@H](COP(=O)(O)OP(=O)(O)OP(=O)(O)OP(=O)(O)OC[C@@H]2O[C@H](n3cnc4c(N)ncnc43)[C@@H](O)[C@@H]2O)[C@H](O)[C@H]1O	8%	-11%	·	?	2%	-1%	9%	·
CC(=O)c1cccc(NC(=O)CN(C2CCCCC2)S(C)(=O)=O)c1	-26%	5%	7%	4%	-8%	-3%	1%	-9%
CC(C(=O)O)N1C(=O)/C(=C/c2cccn2C)SC1=S (stereo unspecified)	5%	18µM*	2%	-22%	-15%	-8%	0%	16%[10 µM]
COc1cnc(SCc2ccc(Cl)c(Cl)c2)nc1Cl	9%	?	18%	-2%	-37%[inhibitor]	-22%	-19%	-35%
S=C(NCC1CCCO1)N1CCN(c2ccc(Cl)c(Cl)c2)CC1 (stereo unspecified)	?	?	?	2%	-44%[inhibitor]	?	6%	24%[10 µM]
Cn1c(SCC(=O)Nc2cccc(S(=O)(=O)NC3=NCCCCC3)c2)nnc1-c1ccncc1	-1%	1%	1%	-3%	3%	3%	1%	-29%
C=CCNC(=O)C1CC(c2cccc(OC)c2)=NO1 (stereo unspecified)	5%	-7%	6%	0%	26%	-5%	-3%	-7%

2 compounds from above, reduced to ALDH1A1 inh, SMN2 splice enh and Tau fluor counter:
Molecule	ALDH1A1 inh	SMN2 splice enh	Tau fluor counter
Cn1c(SCC(=O)Nc2cccc(S(=O)(=O)NC3=NCCCCC3)c2)nnc1-c1ccncc1	-1%	3%	3%
C=CCNC(=O)C1CC(c2cccc(OC)c2)=NO1 (stereo unspecified)	5%	26%	-5%

(cont.)
SMILES	ALDH1A1 inh	Tau fibril ThT	HttQ103 aggreg	KDM4E inh	SMN2 splice enh	Tau fluor counter	Tau fibril FP	HTT ATP protect
N=c1c2c3c(sc2ncn1Cc1ccco1)CCCCC3	-8%	15%	-8%	0%	-14%	14%	2%	-31%[10 µM]
O=C(COC(=O)/C=C/c1cccc(C(F)(F)F)c1)NCc1ccc(F)cc1	-1%	3%	5%	-1%	12%	5%	-10%	14%[0.074 µM]
O=C(CNS(=O)(=O)c1ccc(Br)s1)NC1CCCc2ccccc21 (stereo unspecified)	?	-6%	-4%	6%	-7%	-16%	-1%	·
COc1ccccc1CNC(=O)CSc1cc(=O)n(C)c2ccccc12	3%	?	28%	-18%	3%	-17%&-4%	?	-20%
O=C(N/N=C/C(Br)=C/c1ccccc1)C(O)c1ccccc1 (stereo unspecified)	·	-12%	16%[9.22 µM]	-2%	·	?	-13%	13%[10 µM]
O=C(Nc1ccc2c(c1)CCC2)c1cc2ccccc2o1	0%	0%	-18%	-6%	13µM*	-20%	-7%	-57%[inhibitor]
CN(C)c1cc[n+](CC(=O)Nc2c(Cl)cc(Cl)cc2Cl)cc1	6%	-13%	2%[9.22 µM]	4%	·	-12%	4%[2.34 µM]	9%[10 µM]
CCOC(=O)c1[nH]c2c(c1C)C(=O)CC(c1ccc(OCC)c(OC)c1)C2 (stereo unspecified)	0%	-16%	-22%	4%	-28%	-9%	-1%	16%
CC(C)OC(=O)c1c(NC(=O)COc2cccc(Br)c2)sc2c1CCCC2	·	-6%	·	·	19%	-12%	-4%	·
CCN(C(=O)Cn1c(=O)oc2cc(S(=O)(=O)N3CCCCC3)ccc21)c1ccccc1	·	-14%	·	·	-8%	-18%	-6%	·
COc1ccc2c(c1)S(=O)(=O)c1ccccc1N2	·	-7%	14%[9.22 µM]	?	·	?	10%	3%[10 µM]
CCc1ccc(-n2nnnc2SCC(=O)NNC(=O)c2ccco2)cc1	-14%	-3%	11%	-2%	-8%	1%	1%	3%
O=c1c2cc3c(cc2nc2sc(Nc4ccccc4)nn12)OCO3	·	?	·	·	16%	-18%	-1%	·
O=C(NCCc1ccccc1F)C1CCCN1S(=O)(=O)c1ccccc1 (stereo unspecified)	1%	-7%	-6%	7%	-4%	-13%	10%	-10%
O=C(CSc1ccccc1)NCc1ccc(F)cc1	?	5%	-2%[9.22 µM]	-1%	?	-1%	4%	-10%[10 µM]
CC(NCC(O)COc1ccc(S(=O)(=O)N2CCOCC2)cc1)c1ccccc1 (stereo unspecified)	6%	-2%	-3%	-13%	5%	-3%	4%	2.2µM*
N/C(=N\OC(=O)c1cccc2ccccc12)c1ccncc1	·	-15%	3%[9.22 µM]	?	·	-6%	0%	0%[10 µM]
CN=C1NN=C(c2cc(C)n(-c3ccc(Cl)cc3)c2C)CS1	8.9µM*	?	11%	?	-7%	-12%	?	-9%
O=C(CC1(O)C(=O)N(Cc2ccccc2)c2ccc(Br)cc21)c1ccccc1 (stereo unspecified)	·	-10%	·	·	-22%	?	0%	·
O=[N+]([O-])c1ccc(/C=C/c2ccc3ccccc3n2)cc1	2%	?	?	-5%	2.2µM*	-10%	12%	-174%[inhibitor]

Printed as active in Tau fibril ThT, of those listed so far:
molecule	ALDH1A1 inh	Tau fibril ThT	HttQ103 aggreg	KDM4E inh	SMN2 splice enh	Tau fibril FP
CC(C(=O)O)N1C(=O)/C(=C/c2cccn2C)SC1=S (stereo unspecified)	5%	18µM*	2%	-22%	-15%	0%

The listing picks up, starting five compounds before the break.
SMILES	ALDH1A1 inh	Tau fibril ThT	HttQ103 aggreg	KDM4E inh	SMN2 splice enh	Tau fluor counter	Tau fibril FP	HTT ATP protect
CC(NCC(O)COc1ccc(S(=O)(=O)N2CCOCC2)cc1)c1ccccc1 (stereo unspecified)	6%	-2%	-3%	-13%	5%	-3%	4%	2.2µM*
N/C(=N\OC(=O)c1cccc2ccccc12)c1ccncc1	·	-15%	3%[9.22 µM]	?	·	-6%	0%	0%[10 µM]
CN=C1NN=C(c2cc(C)n(-c3ccc(Cl)cc3)c2C)CS1	8.9µM*	?	11%	?	-7%	-12%	?	-9%
O=C(CC1(O)C(=O)N(Cc2ccccc2)c2ccc(Br)cc21)c1ccccc1 (stereo unspecified)	·	-10%	·	·	-22%	?	0%	·
O=[N+]([O-])c1ccc(/C=C/c2ccc3ccccc3n2)cc1	2%	?	?	-5%	2.2µM*	-10%	12%	-174%[inhibitor]
COc1ccc(NC(=O)CCc2c(C)nc3c(c2C)c(=O)n(C)c(=O)n3C)cc1OC	·	-10%	·	·	-3%	-13%	-4%	·
CC1OC2(OC1C)C(=O)Nc1ccccc12 (stereo unspecified)	7%	-5%	-3%	9%	-9%	0%	-2%	-6%
Fc1ccc(CSc2nnc(-c3cccnc3)o2)cc1	0%	-11%	-3%[9.22 µM]	7%	·	-16%	-4%	-2%[10 µM]
Cc1nn(-c2ccccc2)c(N2CCCC2)c1/C=N/NC(=O)c1cc(-c2ccccc2)nc2ccccc12	3%	6%	-1%	2%	7%	5%	10%	10%[1.9 µM]
CCOc1c(Br)cc(CNCc2cccs2)cc1OC	-3%	-8%	?	3%	1%	-11%	-2%	-6%[10 µM]
CC1CCN(CCCNC(=O)c2ccc(CS(=O)(=O)Cc3ccccc3F)o2)CC1	-12%	-4%	-9%	5%	8%	-1%	7%	-17%[10 µM]
O=P(CCO)(c1ccccc1)c1ccccc1	8%	2%	18%[9.22 µM]	-5%	-9%	3%	-5%	-9%
Cc1ccc(Cl)cc1Nc1sc(C(=O)c2ccc(F)cc2)c(N)c1S(C)(=O)=O	·	-13%	·	·	-25%	-20%	-4%	·
CCCn1c2c(c(=N)c3c1CCC3)CCCC2	9%	5%	?	-15%	-67%[inhibitor]	13%	1%	20%[10 µM]
O=C(Nc1nc2c(s1)CN(Cc1ccccc1)CC2)c1cccc(S(=O)(=O)N2CCc3ccccc32)c1	-14%	?	-15%	?	-34%[inhibitor]	-30%	-18%	-24%
COC(=O)c1ccccc1NC(=O)CCc1c(C)nc2c(c(C)nn2-c2ccccc2)c1C	·	10%	·	·	3%	-6%	-2%	·
O=S(=O)(c1ccc(Sc2nnc3ccccn23)nc1)N1CCOCC1	-5%	-10%	9%	4%	25%	-10%	-5%	7%
CC1=CS/C(=C(/C#N)C(=O)N2CCOCC2)N1c1ccccc1	-4%	-10%	0%	-6%	-9%	0%	4%	-2%
Cc1ccc(/C=C/C(=O)NCc2cccs2)o1	4µM*	?	?	?	13%	-10%	?	5%[10 µM]
CN(Cc1ccccc1)C(=O)[C@H]1CCC(=O)N1Cc1ccco1	-3%	-16%	12%	-4%	-9%	-5%	-7%	3%
O=C(NNc1ncc(C(F)(F)F)cc1Cl)c1c(Cl)cccc1Cl	3%	?	-19%	1%	-35%[inhibitor]	-6%	-1%	-71%[inhibitor]
COc1ccc2c(c1)CC/C(=C\Nc1ccc3c(c1)OCO3)C2=O	2µM*	1.3µM*	-5%	?	35µM*	14µM*[quencher]	?	-89%[inhibitor]
Cc1cc(OCC(=O)NCc2ccccn2)cc(C)c1Br	12%	6%	10%	9%	14%	2%	-4%	-2%[10 µM]
COc1ccc(-n2c(-c3ccc(Cl)cc3)c[n+]3c2CCc2ccccc2-3)cc1	9%	-6%	13µM*	0%	-86%[inhibitor]	0%	7%	-68%[inhibitor]
O=C(CSc1ccccc1)Nc1ccncc1	?	-4%	?	3%	14%	-3%	-3%	30%
CN(C)CCc1c[nH]c2ccc(CS(=O)(=O)N3CCCC3)cc12	-4%	0%	-4%	-3%	-4%	-3%	4%	?
Cc1ccc(NC(=O)c2ccc(OC(F)F)cc2)cc1S(=O)(=O)N(C)C	?	7%	-10%	-2%	-55%[inhibitor]	-8%	-14%	-11%[10 µM]

Not all compounds are listed; rates above refer to the full screens.
